Screening data: PubChem BioAssay, several laboratories
RT RNaseH block – blocks HIV-1 RNase H cleavage of RNA/DNA duplex; P04585; RT-RNase H RNA/DNA duplex cleavage, fluorescence; inhibition, % at 10 µM; 1.9% of 65,000 active; in the data active = inhibition above about 50%
RmlCD inh mix – inhibitors of RmlC and RmlD coupled enzymes | RmlC/RmlD coupled enzyme inhibition, 384-well mixture HTS | inhibition, % at 5.5 µM | 0.39% of 110,000 active | AID 1532; in the data active = inhibition above about 30%, passing the limit was not always enough; inconclusive = no clear call, values can overlap the other calls; note: strong numbers were not always called active
Active calls of the source: *; u = inconclusive; x = not tested or not shown. The list is partial (hit frequency here may not be typical).

Below each compound: RT RNaseH block, RmlCD inh mix
Cc1ccc(S(=O)(=O)Nc2nc3ccc(S(=O)(=O)N4CCCC4)cc3s2)cc1
 : 8.9, -1.6
CC(C(=O)NC1CCCC1)N(C(=O)c1snc(C(N)=O)c1N)c1ccc2c(c1)OCCO2 (stereo not given)
 : -0.5, 8.2
CCC(C)NC(=O)c1c(N)n(CCCOC)c2nc3ccccc3nc12 (stereo not given)
 : -5.7, -132.3
COC(=O)CCCC1=CC2=CC(=O)C(C)(OC(=O)c3cccs3)C(=O)C2=CN1c1ccccc1 (stereo not given)
 : x, -4.6
COc1ccc(/C=N\NS(=O)(=O)c2ccc(Br)cc2)cc1COc1ccccc1[N+](=O)[O-]
 : x, -4.6
Cc1c(Cl)cccc1NC(=S)NCCC(C)C
 : x, -9.1
Cc1ccc(C(=O)Nc2ccc(N3CCN(S(C)(=O)=O)CC3)cc2)cc1
 : x, -14.4
O=[n+]1c2c(n([O-])c3c1CCC3)CCCC2
 : -6.5, 12.6
CCOC(=O)c1c(-c2ccccc2)oc2ccc(O)c(CN3CCOCC3)c12
 : -20.2, 1.8
N#C/C(=N\Nc1c(Cl)cccc1Cl)C(=O)NN
 : x, -5.5
Nc1nc(SCc2nc3scc(-c4ccccc4)c3c(=O)[nH]2)n[nH]1
 : x, 8.7
Cc1ccc(CNc2nc(N)c([N+](=O)[O-])c(Nc3cccc(F)c3)n2)cc1
 : x, -7.0
O=C(CSc1nnc(CNc2ccc(F)cc2)o1)N1CCCc2ccccc21
 : -1.9, -9.2
CCCC(CCC)C(=O)O
 : x, 4.2
Cc1cc(C(=O)NC(C)c2ccncc2)cs1 (stereo not given)
 : -5.7, -16.1
CCc1nnc(NC(=O)CC(=O)Nc2ccccc2C(=O)O)s1
 : -5.4, -9.9
CC(=O)c1cc2c(cc1NC(=O)CCNC(=O)c1ccccc1Cl)OCO2
 : x, -5.1
COC(=O)C1(S(=O)(=O)c2ccc(C)cc2)CCOCC1
 : -4.5, 3.9
COc1ccc(C2CC(c3cccc(OC)c3OC)n3nnnc3N2)cc1 (stereo not given)
 : -4.0, -38.8
Cc1ccc(N/C=C/C(=O)c2sc(-c3ccccc3)nc2C)cc1
 : x, 9.8
O=C(CN1C2=NCCN2c2ccccc21)c1ccc(Br)cc1
 : -18.4, -16.4
CN(C)S(=O)(=O)NCc1ccc2c(c1)OCO2
 : -4.0, 85.4
Cc1csc(SCC(=O)NC(=O)NCc2ccccc2)n1
 : -22.0, -3.3
O=[N+]([O-])c1ccc(Sc2n[nH]c(-c3ccc(Cl)cc3Cl)n2)nc1
 : x, -0.7
CC(=O)c1ccc(OC(C)C)c(CC(C(N)=O)C(N)=O)c1
 : x, -7.7
O=C1c2ccccc2C(=O)N1CCC1=CCCCC1
 : x, -19.1
CC1CC(C)CN(C(=O)CSCC(=O)Nc2nc(-c3cccs3)cs2)C1 (stereo not given)
 : 30.9, x
CN(C)C(=O)N1CCC(C(=O)NCc2ccccc2Cl)CC1
 : 0.1, -3.0
CCNC(=O)[C@@H]1CCCN1C(=O)[C@H](CCCN=C(N)N)NC(=O)[C@H](CC(C)C)NC(=O)[C@@H](CC(C)C)NC(=O)[C@H](Cc1ccc(O)cc1)NC(=O)[C@H](CO)NC(=O)[C@H](Cc1c[nH]c2ccccc12)NC(=O)[C@H](Cc1cnc[nH]1)NC(=O)[C@@H]1CCC(=O)N1
 : 19.9, -15.6
O=P(Nc1c(Cl)cccc1Cl)(c1ccccc1)c1nc2c(s1)CCCC2 (stereo not given)
 : x, 5.9

Brought forward from above: three compounds, followed by the next part.
Below each compound: RT RNaseH block, RmlCD inh mix
CN(C)C(=O)N1CCC(C(=O)NCc2ccccc2Cl)CC1
 : 0.1, -3.0
CCNC(=O)[C@@H]1CCCN1C(=O)[C@H](CCCN=C(N)N)NC(=O)[C@H](CC(C)C)NC(=O)[C@@H](CC(C)C)NC(=O)[C@H](Cc1ccc(O)cc1)NC(=O)[C@H](CO)NC(=O)[C@H](Cc1c[nH]c2ccccc12)NC(=O)[C@H](Cc1cnc[nH]1)NC(=O)[C@@H]1CCC(=O)N1
 : 19.9, -15.6
O=P(Nc1c(Cl)cccc1Cl)(c1ccccc1)c1nc2c(s1)CCCC2 (stereo not given)
 : x, 5.9
CP(=O)(O)CCCN
 : -9.0, -14.2
C(=C\c1ccccc1)/CN1CCN(c2ncnc3c2oc2ccccc23)CC1
 : -4.3, -12.2
CCC/C(O)=C1\C(=O)CCCC1=NC(C)C(=O)O (stereo not given)
 : 5.6, -7.0
CN(C)CCN=Cc1c(O)n(-c2cccc(C(F)(F)F)c2)c(=O)[nH]c1=O
 : -6.6, -12.1
O=C(c1cnc2n(c1=O)CCS2)N(c1ccccc1)C1CCCCC1
 : -8.5, -36.5
NC(=O)CC(c1ccccc1)c1ccco1 (stereo not given)
 : x, -7.0
O=C(CN1CCN(C(=O)N2CCCCC2)CC1)Nc1ccc(F)cc1
 : -11.7, 123.8
NS(=O)(=O)c1ccc(-n2nncc2C23CC4CC(CC(C4)C2)C3)cc1
 : 0.0, -0.4
CCCCN(C(=O)c1ccc(Cl)cc1)C1CC2CCC(C1)N2C (stereo not given)
 : 1.5, 4.7
Cc1ccc(CN2C(=O)CCC2C(=O)NCCCN2CCCCC2C)cc1 (stereo not given)
 : -19.3, -2.1
O/C(=C\Sc1nnc(Cc2ccccc2)o1)c1ccc(Br)cc1
 : 3.4, -0.7
COc1ccccc1C(=O)Nc1nc(-c2cccs2)c(NC(C)=O)s1
 : x, 9.4
O=C(CSCC(=O)OCC(=O)c1ccc(Br)cc1)Nc1ccc(Br)cc1
 : x, 13.9
CC(C)(C)n1nc2c(c1NC(=O)c1ccc(S(=O)(=O)N3CCCC3)cc1)CS(=O)C2 (stereo not given)
 : -8.8, -5.6
NC(=O)CSc1nnc(-c2ccc(S(=O)(=O)N3CCOCC3)cc2)n1Cc1ccccc1
 : 5.2, -10.0
CCc1nc(SCC(=O)Nc2nnc(CC)s2)c2c(C)c(C)sc2n1
 : x, 7.9
CCN(CC)CCCn1c(=S)[nH]c2cc(Cl)ccc2c1=O
 : -13.8, 2.0
O=C(Nc1ccc(S(=O)(=O)Nc2nccc(C3Cc4ccccc4C(=O)O3)n2)cc1)c1ccccc1 (stereo not given)
 : x, -7.2
c1ccc(-c2nnc3n2N=C(c2ccc4c(c2)OCO4)CS3)nc1
 : -16.2, -19.4
CCOC(=O)c1[nH]c2ccc(OC)cc2c1N=CN(C)C
 : -12.1, 5.5
Cc1cccc(OCCCCc2c(C)n[nH]c2C)c1
 : -30.9, -3.5
Cc1cc(N2C(=O)C3CCCN3C2c2cccc(Cl)c2)no1 (stereo not given)
 : -13.5, 4.8
Cc1ccc2cc(CN(Cc3cccs3)Cc3nnnn3CC3CCCO3)c(=O)[nH]c2c1C (stereo not given)
 : -4.8, -9.6
COc1ccc(Nc2nccc(OC)c2C#N)cc1
 : x, 9.8
CC(=O)Nc1sc2c(c1CN1CCN(C)CC1)CCCC2
 : x, -17.0
COc1ccc(-c2noc(CCCC(=O)O)n2)cc1
 : -6.2, 4.5
COc1ccc(NC(=O)C2CCCCN2CC(=O)OCc2ccccc2)cc1OC (stereo not given)
 : -9.6, -18.1
COC(=O)c1cc(Cl)c(NC(=O)/C=C/c2ccc(Cl)cc2)cc1OC
 : x, -3.5
O=c1[nH]c(NCCO)nc2c1C1(CCCCC1)Cc1ccccc1-2
 : -29.8, -36.6
CCCOc1cccc(CN2CCCCC2c2cccnc2)c1 (stereo not given)
 : -6.5, -9.1
CN1C(C(=O)NCc2ccc(OC(F)(F)F)cc2)CC2Cn3c(nc4cc(Cl)c(Cl)cc43)C21 (stereo not given)
 : x, 2.6
CC(=O)SC(C[N+](=O)[O-])c1cn(C(C)=O)c2ccccc12 (stereo not given)
 : x, 6.7
Clc1ncccc1-c1nnn(-c2ccccc2)n1
 : x, 19.0
COC(=O)c1ccc(Cn2cnc3c(cnn3-c3ccc(C)c(C)c3)c2=O)o1
 : -9.7, -7.0
Cc1cccc(N2CCN(C(=O)C(NS(=O)(=O)c3cccs3)c3ccccc3)CC2)c1C (stereo not given)
 : x, -16.1
COc1cc(Br)cc2cc(C(=O)N3CCCCC3C)c(=O)oc12 (stereo not given)
 : 4.1, -17.3
COC(=O)N1[C@H](C)C=C[C@]1(Cc1ccccc1)C(=O)NCCCNc1ncc(C(F)(F)F)cc1Cl
 : x, 5.3
Nc1cccc(-c2nc3ccccc3[nH]2)c1
 : -2.1, 15.6
CC1=C(Sc2nc3ccccc3[nH]2)C(=O)NC(C)(C)C1
 : -5.5, 11.4
Cc1ccc(NC(=O)CCC(=O)OCC(=O)c2ccc(-c3ccccc3)cc2)cc1
 : x, 3.6
COc1ccccc1NC(=S)NCCc1c[nH]c2ccccc12
 : x, -7.7
CCCn1c2ccccc2c2nnc(SCC(=O)Nc3nnc(CC(=O)OCC)s3)nc21
 : x, -6.0
Cc1ccc(S(=O)(=O)CC(=O)c2ccc(C(C)(C)C)cc2)cc1
 : x, -12.6
CCOC(=O)C1=C(CN2CCC(C)CC2)NC(=O)NC1c1ccc(Cl)cc1 (stereo not given)
 : 6.3, -3.0
COC(=O)c1ccc(-c2n[nH]c(=O)c3ccccc23)cc1
 : -5.5, 4.9
O=C(Nc1nnc(Cc2ccc(Cl)cc2)s1)c1cccs1
 : x, 4.1
O=C(CN(c1ccc2c(c1)OCCO2)S(=O)(=O)c1ccccc1)NCC1CCCO1 (stereo not given)
 : -8.2, -11.6
O=C(Cn1nc(-c2cccc(Cl)c2)ccc1=O)Nc1cccnc1
 : -6.8, 5.8
CCN1CCN(C(c2ccccc2OC)c2nnnn2C2CCCCC2)CC1 (stereo not given)
 : 3.5, -2.7
O=C(CCn1c(=O)[nH]c2ccsc2c1=O)N1CCc2ccccc2C1
 : -30.4, -26.4
N=C(N)SCc1cccc2ccccc12
 : x, -12.8
CC(=O)c1cnc2c(-c3ccccc3)cnn2c1C
 : x, 6.5
O=c1c2ccccc2c(C=NCCc2ccccc2)c(O)n1Cc1ccccc1
 : x, -14.0
O=C(Cc1ccccc1)Oc1ccc(N2C(=O)CCC2=O)cc1
 : x, -11.6
CC(C)(C)NC(=O)COC(=O)c1snc(C(=O)NC2CCCCC2)c1N
 : 5.5, 12.4
c1ccc(-n2cnnc2SCc2nc3ccccc3s2)cc1
 : -22.8, -4.7
COc1ccc(N=C2C(=O)Nc3c(C)cccc32)cc1
 : 5.5, 5.7
Cc1ccc(Nc2nc(N)nc(CSc3nc(C)cc(C)n3)n2)cc1
 : x, -9.4
CC1Cc2nc(SCC(=O)Nc3ccc(F)cc3F)n(C)c(=O)c2S1 (stereo not given)
 : -10.5, 11.6
COc1ccc(Cl)cc1S(=O)(=O)Oc1ccc(NC(C)=O)cc1
 : x, -9.8

Continuation.
Below each compound: RT RNaseH block, RmlCD inh mix
O=C(NC1CCCC1)C(c1ccc(N2CCOCC2)cc1)N(Cc1ccco1)C(=O)c1ccco1 (stereo not given)
 : 0.0, x
CC(C)OC(=O)c1c(-c2ccc(C(C)C)cc2)csc1NC(=O)C1CCCO1 (stereo not given)
 : x, -7.7
O=S(=O)(c1ccc2c(c1)OCCO2)N1CCC(c2nc3ccccc3s2)CC1
 : -8.2, 2.1
Cn1cnnc1SCC(=O)c1ccc(OC(F)F)cc1
 : x, -6.6
N#Cc1ccc(N2CCN(c3ccc(F)cc3)CC2)cc1
 : x, -17.3
CN(C)c1ccc(NC(=O)c2ccc(COc3cccc(Cl)c3)o2)cc1
 : -4.6, -1.7
Cc1ccc2[nH]c3c(N4CCN(Cc5ccccc5)CC4)ncnc3c2c1
 : 6.5, -19.2
O=C1NC(c2ccccc2)=C(c2nc3ccccc3s2)C(c2ccc(O)cc2)N1 (stereo not given)
 : x, -9.4
Cc1nn(-c2ccccn2)c2c1C(c1ccncc1)C1=C(CC(C)(C)CC1=O)N2 (stereo not given)
 : x, 2.9
O=c1[nH]c2ccc(S(=O)(=O)N3CCCCC3)cc2[nH]1
 : 0.9, -11.0
Cc1cc(C(=O)O)ccc1N/C=C1\CCCC(C)C1=O (stereo not given)
 : x, 11.7
O=C(C1CCCN(S(=O)(=O)c2cccs2)C1)N1CCN(C2CCCCC2)CC1 (stereo not given)
 : -13.0, -13.6
O=C(/C=C/c1cccc([N+](=O)[O-])c1)NCc1cccnc1
 : x, u
CCN1C(=O)N(C)C(N(O)C(=O)NC)C1(C)C (stereo not given)
 : -10.2, -8.9
CCCCCCN(C(=O)CCCCCN1C(=O)NC(c2ccc(C3CCCCC3)cc2)C(C(=O)OCc2ccccc2)=C1C)C(C(=O)NCCCC)c1ccc(OCC(=O)OC)c(C(=O)OC)c1 (stereo not given)
 : x, -15.2
Cc1cc(N2CCN(c3ccccc3)CC2)n2nnnc2n1
 : 7.0, x
O=[N+]([O-])c1ccc(N2CCN(S(=O)(=O)c3ccc(Cl)cc3)CC2)cc1NCC1CCCO1 (stereo not given)
 : x, 6.1
O=C(NCC(=O)N(c1cccnc1)C(C(=O)NC1CCCC1)c1ccco1)c1cccs1 (stereo not given)
 : -0.9, x
COc1cc(-c2nnc(Sc3ccc(C(F)(F)F)cc3[N+](=O)[O-])o2)cc(OC)c1OC
 : x, 8.6
CCc1ccc(NC(=O)C2CCN(S(C)(=O)=O)CC2)cc1
 : -0.7, -4.9
CCOc1ccc(OCCNC2CCCC2)cc1
 : x, -10.0
CC(=O)Nc1cc(OC(=O)c2ccco2)cc(OC(=O)c2ccco2)c1
 : -10.2, 5.5
COc1cc(CCCN2C(=O)C(=O)NC[C@@H]2Cc2ccc(O)cc2)cc(OC)c1OC
 : x, 4.5
CCCc1cc(=O)n2[nH]c(-c3ccccc3)cc2n1
 : -0.7, 10.1
c1ccc(-c2cc3ccccc3nc2N2CCCC2)cc1
 : x, -4.5
COCCN1C(=O)N[C@@H](CCc2ccccc2)[C@@H](C(=O)OC)[C@H]1C
 : x, 2.5
C=C(C)c1cccc(C(C)(C)NC(=O)NCCCn2ccnc2)c1
 : -21.0, -8.7
CCOc1cc2[nH]c(=O)n(CCCCCC(=O)NCc3ccco3)c(=O)c2cc1OCC
 : x, -8.0
CC(=O)c1cccc(NC(=O)N2CCN(S(C)(=O)=O)CC2)c1
 : -2.4, -9.1
COC(=O)C1=C(C)NC(=O)NC1/C=C/c1ccccc1 (stereo not given)
 : -63.7, -5.3
